High-throughput results deposited in PubChem by Columbia University Molecular Screening Center.
mHtt clearance: mutant huntingtin protein clearance; inhibition, % at 1.5 µM; 0.42% of 47,000 active; HeLa Exon1htt(103Q)mCFP, aggregate imaging; zero = plate's median compound well;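 active = inhibition of aggregate fluorescence above about 70%, also judged a hit by eye on the cell image, limit read from the data, passing the limit was not always enough; inconclusive = no rule stated for this call; inactive = not judged a hit on image review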;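 also: cells exposed to compound for three days before fixation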
mHtt clearance grain fraction: also measured in mHtt clearance; calls as there; fraction fluorescence in grains; measured here: aggregate grain fluorescence fraction; active compounds read low;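 scaled fraction of total cell fluorescence in grains with unit not stated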
* hit, by the source's call; ? = inconclusive; nt = not tested or not shown. Some of the compounds tested; count on the stated rates, not on these rows.

SMILES	mHtt clearance	mHtt clearance grain fraction
O=S(=O)(c1cccc2cccnc12)N1CCOCC1	27	15
CCCCn1c(Cl)nc2c1c(=O)n(C)c(=O)n2C	-14	24
Nc1nc(NCc2ccco2)nn1-c1ccccc1	11	17
CCOc1cc(C)nc(N2CCCC(C(=O)NCc3ccccc3F)C2)n1 (configuration not stated)	49	11
CCOC(=O)C1CCN(Cc2ccc(C(=O)OC)cc2)CC1	-26	27
CC(=O)NCCN=C(C)c1sc2ccccc2c1O	25	26
CC(Oc1ccc(Cl)cc1Cl)C(=O)Nc1ccc2oc(-c3ccncc3)nc2c1 (configuration not stated)	-35	25
N#C/C(=C1\CCCN1)c1nc2ccccc2c(=O)[nH]1	28	31
CN1CCN(S(=O)(=O)c2ccc(-c3noc(C4CCN(S(C)(=O)=O)CC4)n3)cc2)CC1	-4	22
COc1cc(NC(=O)Cn2ncc3c2-c2ccccc2OC3)cc(OC)c1OC	4	46
COc1ccc(C2CC(c3ccccc3)n3nc(NC(=O)c4cccs4)nc3N2)cc1 (configuration not stated)	10	33
O=C(Nc1ccn(C2CC(OC(=O)c3ccccc3)C(CO)O2)c(=O)n1)c1ccccc1 (configuration not stated)	-12	38
Cc1ccnc(SCCn2c(N3CCOCC3)nc3c2c(=O)[nH]c(=O)n3C)n1	20	15
CCOC(=O)C1CCCN(C(=O)c2cc3ncc(Br)cn3n2)C1 (configuration not stated)	-8	40
CCCC1(C(=O)OCC)NC(c2ccc(N(C)C)cc2)C2C(=O)N(c3ccc(F)cc3)C(=O)C21 (configuration not stated)	-88	31
CN(Cc1ccc(-n2cccn2)cc1)C(=O)c1cnn2c1NC(c1ccco1)CC2C(F)(F)F (configuration not stated)	6	18
CCOC(=O)N1CCN(C(=O)c2cn(CCOC)c(=O)c3c2c2ccccc2n3C)CC1	-20	23
Cc1ccc(C(=O)CC(C(=O)O)c2cn(CCC#N)c3ccccc23)cc1 (configuration not stated)	-9	40
CCOC(=O)C1CCN(C(=O)C2c3ccccc3C(=O)N(C)C2c2ccc(OC)cc2)CC1 (configuration not stated)	-72	33
COc1ccc(-c2csc(C3=C(O)CN(Cc4ccc(S(N)(=O)=O)cc4)C3=N)n2)cc1OC	3	36
Cc1cc(C)n2cc(CSc3nnnn3-c3ccc(Cl)cc3)nc2n1	-52	29
CN(C(=O)Cn1c(=O)n(CCCCC(=O)NC2CCCC2)c(=O)c2ccccc21)C1CCCCC1	1	18
CCN(CC)c1ccc(NC(=O)c2cccc(OC)c2)c(C)c1	-72	32
Cn1c(=O)c2c(-c3ccncc3)c3c(nc2n(C)c1=O)-c1ccccc1C3=O	61	7.4
COC(=O)c1ccccc1NC(=O)CN1C(=O)C2CCCN2c2ncc(Cl)cc21 (configuration not stated)	48	9.5
O=C(CN1C2CCCC1CC(NC(=O)c1ccccc1)C2)Nc1nccs1 (configuration not stated)	-62	32
Cc1ccc(N(C=NC#N)CC(=O)N2CCN(c3ccccc3)CC2)cc1	-36	57
COc1cc(OC)c(-c2nn3c(C4CCCCC4)nnc3s2)cc1OC	23	16
O=C(COC(=O)c1cccs1)Nc1ccccc1	52	18
N#CC1=C(N)Oc2cc(O)ccc2C1c1cccs1 (configuration not stated)	-70	37
Cc1cc(C)c(C#N)c(SCC(=O)c2ccc(Cl)cc2Cl)n1	?	nt
CCCOC(=O)C1=C(C)NC2=C(C(=O)C(C(=O)OC)C(C)C2)C1c1ccc(N(CC)CC)cc1 (configuration not stated)	45	9.8
O=C(CCCOc1ccccc1)N1CCCCC1	-70	30
COCCOC(=O)C1=C(C)NC(=O)CC1c1cc2c(cc1Br)OCO2 (configuration not stated)	-43	28
Cc1nnc(NC(=O)CSc2nnc(Cc3ccccc3)n2Cc2ccccc2)s1	-6	18
CCCC(=O)Nc1ccc(NC(=O)c2ccccc2OC)cn1	-15	40
OCCN=c1cc(-c2ccccc2)oc2ccc(Cl)cc12	15	37
COC(=O)CCn1nnc(-c2ccc(C)cc2)n1	-6	22
CCOC(OCC)P(=O)(C(C)C)C(C)C	-1	22
COc1cccc(CNc2cccc3cccnc23)c1O	30	14
COc1ccc(C(C)=O)cc1CSc1nnc(-c2ccc(Cl)cc2)n1-c1ccccc1	37	19
COc1ccccc1N1CCN(C(=O)CCn2c(=O)[nH]c3ccsc3c2=O)CC1	45	22
Cn1c(=O)c2c(nc(N3CCN(Cc4ccccc4)CC3)n2CCCc2ccccc2)n(C)c1=O	-49	55
CCN(CC)CCCn1c(C)cc2c(c1=O)C(c1ccc(OC)c(OC)c1OC)C(C#N)=C(N)O2 (configuration not stated)	-15	40
O=C(c1c(Cl)cccc1Cl)N1CCCCCC1	4	32
COC(=O)c1[nH]c2cc(C)ccc2c1NC(=O)CN1CCCc2ccccc21	4	21
Cc1cc(N=CC2=C(O)CCCC2=O)no1	-82	37
O=C(/C=C/c1ccc(Br)cc1)NC(=S)NNC(=O)c1ccco1	23	14

Ordered by number of heavy atoms (descending): part of the list above
SMILES	mHtt clearance	mHtt clearance grain fraction
CCN(CC)CCCn1c(C)cc2c(c1=O)C(c1ccc(OC)c(OC)c1OC)C(C#N)=C(N)O2 (configuration not stated)	-15	40
CCCOC(=O)C1=C(C)NC2=C(C(=O)C(C(=O)OC)C(C)C2)C1c1ccc(N(CC)CC)cc1 (configuration not stated)	45	9.8
COc1ccc(C(C)=O)cc1CSc1nnc(-c2ccc(Cl)cc2)n1-c1ccccc1	37	19
Cc1nnc(NC(=O)CSc2nnc(Cc3ccccc3)n2Cc2ccccc2)s1	-6	18
COc1ccccc1N1CCN(C(=O)CCn2c(=O)[nH]c3ccsc3c2=O)CC1	45	22
COC(=O)c1[nH]c2cc(C)ccc2c1NC(=O)CN1CCCc2ccccc21	4	21
Cc1ccc(N(C=NC#N)CC(=O)N2CCN(c3ccccc3)CC2)cc1	-36	57
COc1cc(OC)c(-c2nn3c(C4CCCCC4)nnc3s2)cc1OC	23	16
COCCOC(=O)C1=C(C)NC(=O)CC1c1cc2c(cc1Br)OCO2 (configuration not stated)	-43	28
O=C(/C=C/c1ccc(Br)cc1)NC(=S)NNC(=O)c1ccco1	23	14
Cc1cc(C)c(C#N)c(SCC(=O)c2ccc(Cl)cc2Cl)n1	?	nt
COc1cccc(CNc2cccc3cccnc23)c1O	30	14
N#CC1=C(N)Oc2cc(O)ccc2C1c1cccs1 (configuration not stated)	-70	37
O=C(CCCOc1ccccc1)N1CCCCC1	-70	30
O=C(c1c(Cl)cccc1Cl)N1CCCCCC1	4	32
Cc1cc(N=CC2=C(O)CCCC2=O)no1	-82	37
CCOC(OCC)P(=O)(C(C)C)C(C)C	-1	22

Later entries
SMILES	mHtt clearance	mHtt clearance grain fraction
COC(=O)C1=C(C(=O)c2ccc(C)cc2)C(c2ccccc2)n2nnnc2N1 (configuration not stated)	14	33
CCCC(O)(CCC)C(=O)NNc1ccccc1	-53	59
CCOc1ccc2cc(C#N)c(SCC(=O)N3CCOCC3)nc2c1	-7	18
Cn1nnnc1SCC(=O)Nc1ccccc1C(=O)NCc1ccccc1	-34	23
Cc1ccccc1OCCCn1c(=O)sc2ccccc21	-26	55
Cc1ccc(Sc2ncccc2COC(=O)Nc2ccccc2)cc1	45	17
O=C(c1ccco1)N1CCN(c2ccc(S(=O)(=O)N3CCCC3)cc2)CC1	24	28
Cc1cc(C)n(CC(O)CN2c3ccccc3Sc3ccccc32)n1 (configuration not stated)	15	33
c1ccc2c(c1)CC1(CCCC1)n1nnnc1-2	-11	47
COc1ccccc1-c1noc(-c2ccncc2)n1	45	11
N#Cc1c(NC(=O)CSc2nnc(-c3ccccc3O)n2-c2ccccc2)sc2c1CCCC2	-23	20
CC(=O)Oc1ccc(-c2nc(-c3cccnc3)no2)cc1	-36	24
O=C(NCCc1ccccc1Cl)C1CCN(S(=O)(=O)c2cccs2)CC1	14	28
O=C(O)C1C(c2ccccc2)C(C(=O)Oc2ccccc2)C1c1ccccc1 (configuration not stated)	24	14
C=CCC(Nc1ccco1)c1ccccc1 (configuration not stated)	-10	41
CCn1c(CCNC(=O)c2ccc(Cl)cc2Cl)n[nH]c1=S	24	29
COc1ccc(S(=O)(=O)N(C)CC(=O)N2CCC(C)CC2)cc1Cl	-23	25
CC1CCC(C(C)C)C2=C1C(C#N)(C#N)C(C#N)(C#N)C(c1ccccc1)N2 (configuration not stated)	-63	69
CCn1c(CCNC(=O)c2ccc(OC)c(OC)c2)nc2ccccc21	29	31
COc1nnc(-c2ccc(N3CCOCC3)c(NC(C)=O)c2)c2ccccc12	47	19
O=C(Nc1cccc(OCC(=O)N2CCOCC2)c1)C1CCCCC1	33	14
O=C(CSc1nc(-c2ccccc2)cc(C(F)(F)F)n1)NCCN1CCOCC1	0	20
CCOC(=O)c1ccc(OCc2c(C)noc2C)cc1	46	13
COc1ccc(-c2ccc(C(=S)N3CCN(C(C)=O)CC3)o2)cc1	43	21
Cc1csc(SCc2nnc(-c3ccccc3Br)o2)n1	-88	80
O=c1c2ccccc2n(Cc2ccccc2F)c(=O)n1Cc1ccccc1F	3	41
Cc1ccc(C(=O)N2CCCCCC2)cc1Br	-64	32
O=C(Nc1ccccc1)N1CCCc2ccccc21	83*	3.2*
COc1nc(Oc2ccc(=O)[nH]n2)nc(N2CCOCC2)n1	-27	47
Cc1ccc(-c2nnc(N3CCN(C(=O)COc4ccccc4)CC3)c3ccccc23)cc1	-9	23
COc1ccc(N=c2scc(-c3ccc(OC)cc3)n2CCO)cc1	-36	27
O=C1CSC(=S)N1CC1CCCO1 (configuration not stated)	7	40
Cn1nc(-c2ccc(Cl)cc2)c2cc(C(=O)N3CCOCC3)sc21	-33	66
O=C(CN(c1ccc(Cl)c(C(F)(F)F)c1)S(=O)(=O)c1ccccc1)N1CCOCC1	-1	20
O=C(Nc1ccc(S(=O)(=O)NCCc2ccccc2)cc1)c1ccco1	-26	23
Cc1ccc(SCCNS(=O)(=O)c2ccc(F)cc2)cc1	6	18
CC1(c2cnc(Nc3ccccc3)s2)CCC(=O)O1 (configuration not stated)	?	nt
COc1cccc(-c2csc(N3CCN(C(=O)NC45CC6CC(CC(C6)C4)C5)CC3)n2)c1	55	8.8
C=CCn1c(SCC(=O)c2ccc(O)c(O)c2)nnc1-c1ccccc1OC	6	20
Cn1c(-c2ccccc2)cc(=O)c2ccccc21	3	21
CC(C)NC(=O)c1ccc2c(c1)nnn2C	31	12
Cc1cccnc1NC(=O)C1CCCN(S(=O)(=O)c2ccc3c(c2)oc(=O)n3C)C1 (configuration not stated)	46	28
CCOC(=O)c1cnc(SCC(=O)Nc2nc(C)c(C)s2)nc1N	-3	42
O=C(Nc1ccccc1)c1ccc(S(=O)(=O)N2CCOCC2)cc1	7	22
Cc1noc(C)c1C(=O)Nc1ccccc1-c1ccccc1	-86	33
Fc1ccc(CN2CCN(c3ncccn3)CC2)cc1	-4	21
CC(C)CC(=O)Nc1cc2nn(-c3ccccc3)nc2cc1Cl	-236	104
CCN(CC)S(=O)(=O)c1cccc(C(=O)N2CC(O)CC2C(=O)OC)c1 (configuration not stated)	13	36
CN=C1SC(CC(=O)Nc2cccc(Cl)c2Cl)C(=O)N1C (configuration not stated)	-11	41
CCCCOC(=O)NCN1C(=O)C2C3C=CC(C3)C2C1=O (configuration not stated)	-8	48
CCCOc1ccc(N2C(=O)CC(NCc3ccncc3)C2=O)cc1 (configuration not stated)	-11	18
COc1ccc2c(CC(=O)N3CCN(S(=O)(=O)c4cccs4)CC3)coc2c1	-8	38
CC(C)(C)c1n[nH]c(=S)n(N)c1=O	10	33
CC(=O)c1cn(CC(=O)NCC2CCCO2)c2ccccc12 (configuration not stated)	-29	25
O=C(CN1CCN(Cc2ccccc2)C1=O)NCc1cccs1	-83	95
Brc1ccc2[nH]ncc2c1	-4	20
CCn1c(=NC(=O)c2ccc(S(=O)(=O)N3CCOCC3)cc2)sc2cccc(OC)c21	25	28
O=c1c2[nH]c3ccccc3c2ncn1Cc1ccncc1	?	nt
O=C(OCc1ccc(Cl)cc1)c1cnccn1	-4	24
CCc1c(O)nc(SCC(=O)Nc2ccc3c(c2)CCC3)[nH]c1=O	23	16
Additional results follow:
SMILES	mHtt clearance	mHtt clearance grain fraction
Cc1ccc(CNC(=O)c2coc(=O)c3ccccc23)o1	14	16
CC(=O)c1c(C)[nH]c(C(=O)NCc2ccccn2)c1C	-56	54
Cc1ccc2c(c1)C(c1ccc(N3CCOCC3)cc1)=NNC(c1cccs1)=N2	32	27
CCCCCCN1Cc2ccccc2C1	-18	24
COc1cc(/C=N/n2cnnc2)ccc1OC(=O)c1cccnc1	13	18
CCCCNC(=S)NCCN1CCCCC1	-12	20
CCOC(=O)CC1C(=O)NCCN1C(=O)Nc1ccccc1 (configuration not stated)	27	14
CCOCCCNC(=O)C(c1ccc(Cl)cc1)N1CCN(C(=O)c2ccco2)CC1 (configuration not stated)	-22	47
COc1cccc(OC)c1OCCCSc1nc(C)cc(=O)[nH]1	39	12
CCCN1CCN(C(=O)C2CCN(S(=O)(=O)c3ccc4c(c3)oc(=O)n4C)CC2)CC1	21	35
COC(=O)c1c(NC(=O)C(C)(C)C)sc2c1C(C(=O)OC)CC2 (configuration not stated)	-9	44
Cc1ccccc1Cn1cc(NC(=O)c2cc3nc(-c4ccco4)cc(C(F)(F)F)n3n2)cn1	22	24
CCCc1cc(-c2nc(N)ncc2-c2ccc3c(c2)OCCCO3)c(O)cc1OC	3	17
Cc1nc(NC(=O)c2ccc(Br)o2)sc1C	21	15
Cc1oc2ccc(O)c(CN3CCOCC3)c2c1C(=O)c1ccc(Cl)cc1	3	17
COc1ccc(-c2cc(C(F)(F)F)n3nc(C(=O)N4CCCCC4)cc3n2)cc1OC	?	nt
Cc1ccc2c(c1)N(CCC(=O)NCCN1CCOCC1)C(=O)CO2	-8	38
CCOC(=O)c1sc(NC(=O)C(CC)Sc2nc3ccccc3[nH]2)nc1C (configuration not stated)	-10	21
